Assay outcomes as filed in PubChem BioAssay.
EBI2 antag: EBI2 receptor antagonists, beta-arrestin recruitment, primary screen, cell-based, luminescence, 7a,25-OHC stimulation, uHTS | AID 651636, 2012 | inhibition, % at 5 µM | G-protein coupled receptor 183 (Homo sapiens), P32249 | actives 0.81% (n = 360,000) | 7a,25-OHC stimulated; in the data active = inhibition above about 38%;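 note: enzyme fragment complementation signal reports receptor beta-arrestin coupling in cells; 0% = agonist plus DMSO wells and 100% = wells without agonist; some results beyond the cut were filed as inactive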
UBC13 inh: UBC13 polyubiquitin chain formation inhibitors, primary screen, biochemical, TR-FRET, uHTS | AID 485273, 2010 | Ubiquitin-conjugating enzyme E2 N (Homo sapiens), P61088 | inhibition, % at 20 µM | actives 0.47% (n = 330,000); in the data active = inhibition above about 45%, passing the limit was not always enough
Target sequence (P61088 whole entry, looked up): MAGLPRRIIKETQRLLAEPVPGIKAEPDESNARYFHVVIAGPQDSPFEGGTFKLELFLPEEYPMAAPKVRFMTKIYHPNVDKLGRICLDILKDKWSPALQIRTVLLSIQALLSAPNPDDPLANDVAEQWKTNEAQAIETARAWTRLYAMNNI
697 NFkB inh: inhibitors of PMA/ionomycin-induced NF-kB reporter, 697 cells, primary screen, B-cell NF-kB inhibitor project, cell-based, luminescence, uHTS; 697 B-cell NF-kB luciferase reporter, 16 h; AID 435022, 2010; inhibition, % at 4 µM; actives 0.33% (n = 330,000); in the data active = inhibition above about 35%
CXCR6 block: CXCR6 receptor inhibitors, primary screen, cell-based, beta-arrestin, luminescence, CHO-K1 PathHunter, 1536-well. inhibition, % at 20 µM. actives 0.36% (n = 360,000). AID 602244, 2012; in the data active = inhibition above about 34%, passing the limit was not always enough;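 note: antagonist mode with CXCL16 agonist at 10 nM final; 0% = 10 nM CXCL16 with DMSO and 100% = unstimulated wells without agonist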
Target sequence (O00574 whole entry, looked up): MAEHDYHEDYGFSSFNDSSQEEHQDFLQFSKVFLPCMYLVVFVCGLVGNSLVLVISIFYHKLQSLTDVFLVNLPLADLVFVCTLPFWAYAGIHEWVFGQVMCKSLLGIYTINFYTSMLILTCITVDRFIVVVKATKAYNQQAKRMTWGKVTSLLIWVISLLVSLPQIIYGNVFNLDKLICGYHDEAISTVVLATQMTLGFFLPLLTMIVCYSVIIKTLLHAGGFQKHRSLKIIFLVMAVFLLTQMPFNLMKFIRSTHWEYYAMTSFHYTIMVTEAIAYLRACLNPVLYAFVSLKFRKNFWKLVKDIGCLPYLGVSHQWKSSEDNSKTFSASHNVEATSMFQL
CCR6 antagonist: CCR6 receptor antagonists, primary screen, cell-based, CHO-K1, luminescence, beta-arrestin, uHTS; C-C chemokine receptor type 6 (Homo sapiens), P51684; CHO-K1 CCR6 PathHunter beta-arrestin, CCL20-stimulated; inhibition, % at 20 µM; actives 0.49% (n = 340,000);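 active = compounds whose inhibition of the agonist-driven luminescence signal at 20 µM reaches about 50%, limit read from the data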;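 note: cells stimulated with CCL20 at 14 nM final; plate controls were DMSO with CCL20 for no effect and DMSO without agonist for full effect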
APJ antag: antagonists of human apelin receptor APJ, primary screen, CHO-K1 cells, beta-arrestin complementation, luminescence. inhibition, % at 20 µM. P35414. AID 2521, 2010. actives 0.32% (n = 330,000);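 active = inhibition above about 40% at 20 µM, limit read from the data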;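 note: cells challenged with 10 nM apelin-13 agonist together with compound; plate controls were apelin-13 plus DMSO wells for no effect and DMSO wells lacking apelin-13 for full effect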
Target sequence (P35414 whole entry, looked up): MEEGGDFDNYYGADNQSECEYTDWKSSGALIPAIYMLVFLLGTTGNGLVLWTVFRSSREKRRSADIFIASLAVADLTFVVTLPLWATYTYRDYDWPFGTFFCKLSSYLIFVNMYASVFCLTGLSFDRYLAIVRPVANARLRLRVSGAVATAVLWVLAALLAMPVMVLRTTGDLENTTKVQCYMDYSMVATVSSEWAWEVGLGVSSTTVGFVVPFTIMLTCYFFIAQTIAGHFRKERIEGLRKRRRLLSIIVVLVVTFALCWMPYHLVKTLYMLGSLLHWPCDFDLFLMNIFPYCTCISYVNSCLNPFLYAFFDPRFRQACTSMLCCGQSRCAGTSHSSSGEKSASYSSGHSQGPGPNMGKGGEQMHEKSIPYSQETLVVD
Jurkat NFkB inh: inhibitors of induced NF-kB luciferase reporter, primary screen, TCR NF-kB activation inhibitor project, cell-based, luminescence, uHTS | inhibition, % at 4 µM | actives 0.53% (n = 330,000) | Jurkat, PMA/ionomycin-induced NF-kB luciferase reporter; in the data active = inhibition above about 50%
Gli-Sufu antag: Gli-Sufu pathway antagonists, primary screen, luciferase luminescence, Sufu-KO-LIGHT cells, uHTS; Sufu-KO-LIGHT fibroblasts, Gli luciferase reporter luminescence; inhibition, % at 5 µM; actives 0.74% (n = 340,000); AID 588413, 2011;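 active = inhibition above about 55%, limit read from the data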;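 note: 0% = DMSO-treated cells and 100% = wells with medium but no cells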
Numbers without * were called inactive; · = no result given.

Molecule	EBI2 antag	UBC13 inh	697 NFkB inh	CXCR6 block	CCR6 antagonist	APJ antag	Jurkat NFkB inh	Gli-Sufu antag
CCCC[n+]1ccn(-c2nc3ccccc3nc2[N-]S(=O)(=O)c2ccc(Br)cc2)c1	-4.0	24.1	36.7*	0.8	4.8	6.7	9.9	10.5
CCN(c1ccc(OC)cc1)S(=O)(=O)c1ccc2c(c1)NC(=O)CS2	11.1	-5.2	-14.5	-4.4	-11.3	-14.3	-4.6	-22.4
CN(CC(=O)O)S(=O)(=O)/C=C/c1ccccc1	7.4	-0.2	5.3	7.0	4.9	10.2	8.1	0.6
CNCC(O)COc1cccc(OC)c1 (stereo unspecified)	-16.5	-0.7	13.1	-8.3	9.4	10.0	4.7	·
O=C(/C=C/c1cn(-c2ccccc2)nc1-c1cccnc1)NCCN1CCOCC1	10.5	1.6	3.7	-1.3	4.5	-8.0	1.8	14.5
CCOC(=O)c1cnc(SC)nc1Sc1ccc(Cl)cc1Cl	6.1	-3.5	-2.4	-4.4	25.7	-7.8	2.5	-0.3
O=S(=O)(c1ccccc1)N1CCC(n2cnc3ccccc32)CC1	-1.4	0.7	5.2	-1.7	7.9	19.4	16.7	5.4
Cn1c(=O)c2c(nc(NCc3ccco3)n2CC(O)CO)n(C)c1=O (stereo unspecified)	-6.0	0.6	13.3	-5.1	9.7	0.6	-3.5	-4.8
CC(=O)N1N=C(c2cccc([N+](=O)[O-])c2)OC1c1ccccc1Cl (stereo unspecified)	11.2	7.4	-3.0	32.0	50.2*	12.2	-1.4	3.1
CCN1CCN(c2ccc(S(=O)(=O)N3CCCCC3)cc2NC(=O)c2ccc(F)cc2)CC1	-3.0	26.3	17.4	-7.1	-13.4	7.4	4.1	25.2
COc1ccc(N2CC(O)=C(c3nc(-c4ccc(F)cc4)cs3)C2=N)cc1Cl	3.1	11.2	2.4	-4.3	-7.5	-10.4	-7.3	·
CCn1c2nc(SCCN3CCOCC3)nnc2c2cc(C)cc(C)c21	0.0	-19.1	12.9	-4.1	7.1	-3.3	-11.9	10.1
C=CCn1c2[n+](c3ccccc3c1=O)CCCCC2	2.3	-0.1	8.7	1.1	0.1	5.2	5.4	-2.0
COCCN1C=C2C(=O)C(C)(OC(=O)C3CCCC3)C(=O)C(c3ccccc3)=C2C=C1CCCC(=O)OC (stereo unspecified)	-14.6	-33.5	24.7	-1.6	-0.1	-84.9	3.7	1.3
Cn1c(=O)c2c(ncn2CC(=O)N/N=C/c2cn[nH]c2-c2ccc(F)cc2)n(C)c1=O	2.4	9.4	9.8	-0.2	-5.5	4.9	5.4	-6.6
Cc1nc(SCC(=O)N2CCCc3ccccc32)c2oc3ccccc3c2n1	11.5	3.7	7.7	15.7	14.5	4.9	-8.1	13.2
CN1C(=O)CSc2ccc(NC(=O)N3CCc4ccccc43)cc21	16.8	3.3	-78.5	-2.2	3.0	-17.5	-132.0	-77.5
CCC(c1nnc(SCC(=O)N(C)c2ccccc2)n1Cc1ccccc1)N(C)C (stereo unspecified)	2.8	3.9	-2.8	5.2	-5.2	-4.3	6.5	8.2
O=C(CN1CCN(c2ccccn2)CC1)N1CCc2ccccc21	6.7	0.2	-1.3	-1.8	4.2	-1.1	7.1	-0.2
COc1ccc(-n2c(O)c(/C=N/n3cnnc3)c3ccccc3c2=O)cc1	-8.6	-5.0	-4.9	-9.1	-3.9	-11.1	-12.6	2.5

Record cards, as listed above. Values in the order: EBI2 antag	UBC13 inh	697 NFkB inh	CXCR6 block	CCR6 antagonist	APJ antag	Jurkat NFkB inh	Gli-Sufu antag
Listed for C=CCn1c2[n+](c3ccccc3c1=O)CCCCC2 : 2.3	-0.1	8.7	1.1	0.1	5.2	5.4	-2.0
Listed for CCN1CCN(c2ccc(S(=O)(=O)N3CCCCC3)cc2NC(=O)c2ccc(F)cc2)CC1 : -3.0	26.3	17.4	-7.1	-13.4	7.4	4.1	25.2
Listed for CN(CC(=O)O)S(=O)(=O)/C=C/c1ccccc1 : 7.4	-0.2	5.3	7.0	4.9	10.2	8.1	0.6
Listed for CCOC(=O)c1cnc(SC)nc1Sc1ccc(Cl)cc1Cl : 6.1	-3.5	-2.4	-4.4	25.7	-7.8	2.5	-0.3

Next structures.
Molecule	EBI2 antag	UBC13 inh	697 NFkB inh	CXCR6 block	CCR6 antagonist	APJ antag	Jurkat NFkB inh	Gli-Sufu antag
O=C(O)CC1C(=O)NCCN1CCCc1ccccc1 (stereo unspecified)	-1.1	-6.7	2.3	-4.5	-3.7	-69.7	6.9	5.1
Oc1cc(NCc2ccc(Cl)cc2)cc2cccnc12	-18.2	3.3	5.6	-18.9	7.4	-13.0	-4.3	14.1
CN(C)C1(CNCC(O)c2ccccc2)CCCCC1 (stereo unspecified)	5.3	2.7	-0.7	7.7	10.4	11.0	-23.0	13.0
COc1ccccc1OCC(=O)Nc1ccc(S(=O)(=O)N2CCCC2)cc1	0.9	3.0	12.1	4.1	4.1	3.1	8.2	1.1
CN1CCN(C2CC(=O)N(c3ccc4c(c3)OCCO4)C2=O)CC1 (stereo unspecified)	-5.9	6.8	9.2	-8.4	-23.8	11.0	9.1	-2.1
O=S(=O)(/C=C/c1ccccc1)NC1CCCCCC1	4.1	4.3	0.7	4.9	13.1	9.8	-20.5	3.5
Cc1c(C(=O)N/N=C/c2ccccc2)sc(=S)n1C	21.1	-14.2	0.0	-8.2	-2.9	-22.1	2.3	0.4
CN(Cc1ccccc1)C(=O)c1[nH]cnc1C(=O)NCc1ccccc1	6.5	6.3	18.8	0.6	7.8	-4.3	3.5	-11.0
COc1ccc(CNC(=O)CCC(=O)N2CCN(S(=O)(=O)c3ccc(Cl)cc3)CC2)cc1	7.4	11.8	6.6	6.4	-5.9	-2.3	0.5	0.0
Cc1cc(=O)oc2cc(OCC3CC(c4ccccc4)=NO3)ccc12 (stereo unspecified)	-1.2	1.8	-34.3	3.8	15.0	20.8	37.2	-28.8
Cn1cc(Br)c(C(=O)NC2C3CC4CC(C3)CC2C4)n1 (stereo unspecified)	-1.8	2.0	6.4	0.7	-1.9	2.8	-1.5	-1.3
Cn1c(=O)c(=O)n(C)c2cc(N3CCCCC3)c(NS(=O)(=O)c3ccc(Br)cc3)cc21	-5.2	-9.8	1.7	9.3	17.4	5.8	-0.6	12.9
Cc1cc(C)nc(-n2nc(C)cc2NC(=O)CNCc2ccccc2)n1	-5.2	-4.9	15.0	3.8	12.2	3.6	0.5	-1.1
CCN1C(=O)[C@H]2[C@@H](c3ccc(-c4cccc(Cl)c4)cc3)N[C@@](Cc3ccccc3)(C(=O)OC)[C@H]2C1=O	37.0	-7.4	8.7	2.1	9.8	-1.6	14.8	4.4
Cc1ccc(Cl)cc1NC(=O)c1ccccn1	1.1	5.7	9.4	6.2	10.1	-14.8	5.5	-18.8
Cn1c(Cn2nnc3ccccc32)nnc1SCC(=O)Nc1ccc2c(c1)OCO2	5.6	1.7	4.1	6.0	9.8	6.1	3.1	8.9
CCOc1ccc(NC(=O)c2sc(NC(C)=O)c(C(=O)OC)c2C)cc1	-0.3	23.1	-5.3	-11.3	-6.0	-7.7	-17.3	-6.2
CC(=O)c1ccc(NC(=O)CSc2nc(N3CCOCC3)nc(N3CCOCC3)n2)cc1	2.8	-3.1	-36.7	-6.5	12.1	-16.4	-45.8	-14.5
CC(C)NC(=O)c1c(O)c2cccc3c2n(c1=O)CCC3	7.6	12.2	3.6	0.0	14.9	15.8	-8.6	-6.8
Cc1ccc(N(CC(=O)NCc2ccccc2)C(=O)CCC(=O)Nc2ccccn2)cc1C	3.2	-3.2	-4.4	12.0	-2.0	-24.6	0.4	-6.7
COc1ccc(COc2ccccc2C(=O)Nc2ccccn2)cc1[N+](=O)[O-]	-5.9	4.2	9.0	-6.1	13.4	-4.9	-3.9	0.3
O=C(COC(=O)CCSc1ccccc1)Nc1ccccc1	-6.2	8.1	13.3	0.3	0.2	0.7	-11.7	2.3
O=C1CC2(CCCC2)Oc2ccc(Cl)cc21	0.8	5.5	7.8	-5.0	-0.6	7.3	6.5	-3.2
CS(=O)(=O)c1ccc(Cl)c(NC(=O)CCCc2nc3ccccc3c(=O)[nH]2)c1	4.9	6.1	17.7	0.0	-3.9	6.1	9.4	-13.6
O=C(NC1CCCCC1)Sc1ccc(Cl)cc1	0.5	-0.8	-1.9	15.1	4.4	8.9	-5.5	-8.0
COc1cc(NC(=S)N2CCN(c3ccccn3)CC2)cc(OC)c1	-10.3	-3.7	-12.3	-0.6	7.1	-0.8	-14.0	6.4
O=C(CCCN1C(=O)c2cccnc2C1=O)Nc1ccc(Br)cc1	4.8	5.2	21.4	3.5	9.3	-2.9	4.1	-26.7
O=C(OCC(=O)N1CCN(S(=O)(=O)c2ccc(Cl)cc2)CC1)c1cc(Br)ccc1O	26.6	4.3	14.3	-3.0	19.0	-66.6	-13.3	-9.7
C/C(=N\N=C(/N)SC1CC(=O)N(c2ccc(Cl)c(Cl)c2)C1=O)c1cccs1 (stereo unspecified)	8.3	-8.3	-8.9	0.9	-14.8	2.8	2.7	-7.0
COC(=O)c1cccc(NC(=O)CCc2c(C)noc2C)c1	-0.2	6.1	5.0	-5.0	9.8	-7.6	-6.9	0.9
CC(C(=O)N1CCCCCC1)c1ccc([N+](=O)[O-])cc1 (stereo unspecified)	1.9	-14.1	-5.3	16.3	23.0	-12.0	3.0	4.2
C/C(=N/Nc1ccc(F)cc1)c1ccc(Cl)s1	-1.1	-0.6	8.2	-2.8	0.6	-10.0	-3.6	5.6
Cc1ccc(Sc2c(C(=O)Nc3ccc(F)cc3F)c(C(F)(F)F)nn2C)cc1	7.0	-6.3	-2.4	8.1	8.3	10.1	5.9	28.5
Cc1cc(NC(=O)CS(=O)(=O)c2cn(Cc3cccc(F)c3)c3ccccc23)no1	2.6	5.7	5.4	0.9	20.8	-5.7	2.4	0.5
Cc1ccc(CS(=O)(=O)CCC(=O)NCCCN2CCCC2=O)cc1	2.5	1.4	9.6	2.8	-8.4	0.2	-3.4	-0.5
Cc1ccc(-c2cc(C(=O)N3CCc4ccccc4C3)no2)cc1	-4.9	6.7	-1.7	1.9	25.5	3.9	7.8	-11.2
CCOC(=O)c1ccc(-n2c(CN3CCOCC3)nc3ccc([N+](=O)[O-])cc3c2=O)cc1	0.4	-7.1	12.9	0.2	5.9	-23.1	2.7	3.6
O=C(CC1C(=O)NCCN1Cc1cccc(Oc2ccccc2)c1)NCCn1cccn1 (stereo unspecified)	4.2	6.8	-3.8	3.7	17.2	-14.9	0.7	2.6
CCCCc1ccc(NC(=O)C2CCCO2)cc1 (stereo unspecified)	2.7	8.2	-180.7	-3.7	-5.8	12.1	-75.2	0.9
COc1cn(-c2ccccc2)nc1C(=O)Nc1ccc(C)cc1Cl	-16.1	6.1	-19.2	1.0	-4.1	-24.2	-12.1	6.5
Cc1ccc(/C=C2/SC(=S)N(CCCC(=O)Nc3cc([N+](=O)[O-])ccc3O)C2=O)cc1	6.1	-39.0	-30.2	9.5	40.1	4.5	-9.6	22.7
CCc1ccccc1N(CC(=O)Nc1cccc(N(C)S(C)(=O)=O)c1)S(C)(=O)=O	-4.3	-1.6	-3.3	3.4	0.1	-11.8	-2.0	3.6
COc1ccc(C(=O)N(CCc2ccccc2)Cc2ccccc2)c(OC)n1	14.0	2.9	3.2	-0.6	12.1	9.0	7.9	14.9
C[C@@H](C(=O)Nc1ccc2ccccc2c1)[C@H]1C[C@]1(C)[C@H](NC(=O)c1cnccn1)c1ccccc1	9.6	-4.4	34.1	3.8	2.4	-4.3	13.3	27.2
